AmpC inh detg – qHTS Inhibitors of AmpC Beta-Lactamase (assay with detergent); P00811; Potency, µM (top dose mostly 114 µM), inactives show at the highest dose activity change, negative = inhibition, usual class: inhibitors; actives 0.041% (n = 370,000); AmpC hydrolysis of nitrocefin, absorbance 480 nm, 0.01% Triton;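 further: potency means the concentration at half of the fitted maximal effect; 0% = no-compound wells and -100% = no-enzyme wells; nearly all actives have a fitted effect of over 25% in size; some results filed as inactive show a strong effect at the top dose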
Target sequence (P00811 whole entry, looked up): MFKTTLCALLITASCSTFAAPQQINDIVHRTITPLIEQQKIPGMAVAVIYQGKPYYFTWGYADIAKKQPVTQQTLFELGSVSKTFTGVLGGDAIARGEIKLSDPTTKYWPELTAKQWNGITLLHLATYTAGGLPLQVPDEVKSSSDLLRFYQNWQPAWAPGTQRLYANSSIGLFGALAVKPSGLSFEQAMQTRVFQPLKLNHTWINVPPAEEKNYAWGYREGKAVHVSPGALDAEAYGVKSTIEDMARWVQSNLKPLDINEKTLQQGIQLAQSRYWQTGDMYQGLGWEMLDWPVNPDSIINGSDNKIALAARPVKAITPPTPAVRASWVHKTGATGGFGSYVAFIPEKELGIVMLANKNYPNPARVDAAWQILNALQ
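20 mM phosphate pH 7.0 + 0.01% (detergent screen) or 0.0001% Triton X-100; 5.3 nM AmpC reagent; cpd preinc 15 min RT; nitrocefin (800 uM stock) to start; A480 q20 s × 4 min; Activity was normalised to no-enzyme and no-compound control wells.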
HCMV antiviral – qHTS Assay for inhibitors of the human cytomegalovirus (HCMV); actives 4.5% (n = 410,000); activity change, negative = inhibition, % at 57.5 µM; AID 1259415, 2018; HFF cells, HCMV-luciferase reporter, 72 h; stronger effect = lower value; in the data active means activity change below about -60%; inconclusive means no clear call, values can overlap the other calls; inactive means above about -39%
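Human foreskin fibroblasts infected with luciferase-reporter HCMV at MOI 1 PFU/cell, compounds at two doses. Luciferase measured 72 h post infection; normalized to buffer-only basal and Salinomycin (10uM) controls.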
LmPK inhibitor – qHTS Assay for Inhibitors of Leishmania Mexicana Pyruvate Kinase (LmPK); Potency, µM (top dose mostly 57.5 µM), inactives show top-dose activity change, negative = inhibition, actives largely listed as inhibitors; AID 1721, 2009; actives 0.37% (n = 290,000); Q27686; purified LmPK, Kinase-Glo ATP luminescence, 1 h; further: potency means the concentration at half of the fitted maximal effect
Target sequence (Q27686 whole entry, looked up): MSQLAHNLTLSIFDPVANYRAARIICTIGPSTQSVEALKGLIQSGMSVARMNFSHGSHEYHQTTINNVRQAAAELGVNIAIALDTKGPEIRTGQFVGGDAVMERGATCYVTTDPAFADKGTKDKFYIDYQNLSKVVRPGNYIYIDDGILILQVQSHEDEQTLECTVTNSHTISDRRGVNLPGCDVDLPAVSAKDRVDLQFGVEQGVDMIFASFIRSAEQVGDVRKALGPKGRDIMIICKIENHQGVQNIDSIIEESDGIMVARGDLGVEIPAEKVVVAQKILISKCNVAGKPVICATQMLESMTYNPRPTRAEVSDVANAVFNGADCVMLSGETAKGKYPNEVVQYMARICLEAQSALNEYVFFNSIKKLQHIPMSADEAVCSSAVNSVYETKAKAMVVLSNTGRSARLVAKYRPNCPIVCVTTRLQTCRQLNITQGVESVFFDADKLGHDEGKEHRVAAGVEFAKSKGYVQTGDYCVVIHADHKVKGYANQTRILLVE
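Screened at intermediate enzyme activity to detect both inhibitors and activators: LmPK at 0.1 nM, with a 0.5 nM enzyme column as activation reference. PEP 0.5 mM, ADP 0.1 mM; ATP detected by luminescence after 1 h.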
Sm TGR inh – qHTS Assay for the Inhibitors of Schistosoma Mansoni Peroxiredoxins | Schistosoma mansoni thioredoxin glutathione reductase (TGR), Q962Y6 | purified TGR, DTNB reduction, TNB absorbance 405 nm | Potency, µM (top dose mostly 114 µM), for the others: at the top dose activity change, negative = inhibition, most hits filed as inhibitors | actives 3% (n = 360,000); further: potency means the concentration at half of the fitted maximal effect; nearly all actives have a fitted effect of over 60% in size
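First, TGR (20 nM dispensed) and NADPH were mixed with compound. Second, a 15 min room-temperature incubation followed. Third, further NADPH and then DTNB were added to start the reaction. Finally, TNB absorbance was monitored kinetically.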
AMA1 RON2 block – qHTS for Inhibitors of AMA1-RON; Towards Development of Antimalarial Drug Lead: Primary Screen | Potency, µM (highest dose often 58.2 µM), inactives show top-dose activity change, negative = inhibition, hits mostly inhibitors | Plasmodium falciparum AMA1 (3D7) - RON2 peptide interaction | AID 720542, 2013 | AlphaScreen AMA1-biotinylated RON2 peptide binding | actives 0.2% (n = 360,000);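 further: potency means the concentration at half of the fitted maximal effect; 0% = vehicle wells and -100% = peptide control; nearly all actives have a fitted effect of over 45% in size; some results filed as inactive show a strong effect at the top dose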
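AMA1 (3D7) with his tag at 25 nM final met compounds first, then biotinylated RON2 peptide at 25 nM; detection used donor plus acceptor beads, 10 µg/mL apiece, read by AlphaScreen after 30 min at room temperature.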
TbPYK inhibitor – qHTS of Trypanosoma Brucei Inhibitors; pyruvate kinase (Trypanosoma brucei), Q57TT1; TbPYK enzyme, Kinase-Glo Plus ATP luminescence, 45 min; Potency, µM (series often up to 76.8 µM), for the others: top-dose activity, negative = inhibition, actives largely listed as inhibitors; actives 0.12% (n = 410,000); AID 624173, 2012; further: potency means the concentration at half of the fitted maximal effect; nearly all actives have a fitted effect of over 50% in size
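ADP (130 uM final) triggers the TbPYK reaction after compound addition; incubation is 45 min at room temperature. Kinase-Glo Plus is then added and luminescence imaged. Normalized data are fitted to concentration-effect curves.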
AmpC inh no detg – qHTS Inhibitors of AmpC Beta-Lactamase (assay without detergent). AmpC nitrocefin hydrolysis, absorbance 480 nm, 0.0001% Triton. Potency, µM (doses to about 57.1 µM), for the others: top-dose activity change, negative = inhibition, most hits filed as inhibitors. actives 0.52% (n = 330,000);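 further: potency means the concentration at half of the fitted maximal effect; plate controls were no compound for no effect and no enzyme for full effect; nearly all actives have a fitted effect of over 20% in size; some results filed as inactive show a strong effect at the top dose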
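20 mM phosphate pH 7.0 + 0.01% (detergent screen) or 0.0001% Triton X-100; 5.3 nM AmpC reagent; cpd preinc 15 min RT; nitrocefin (800 uM stock) to start; A480 q20 s × 4 min; Activity was normalised to no-enzyme and no-compound control wells.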
* = called active by the depositor; ? = inconclusive; · = no result given; & = joins results of further samples; [ ] = remark or other dose. Unless noted, the call rests on the fitted dose curve; in most records, active means well fitted curve in the direction sought with a large enough effect; inconclusive means small, poorly fitted or top-dose-only effect, or another doubt; inactive means no such curve, though single readings can be large; an effect the other way counts as inactive or inconclusive. Unless noted, on the % scale 0 is the no-effect control and ±100 the full control effect.

Molecule | LmPK inhibitor | AMA1 RON2 block | Sm TGR inh | AmpC inh no detg | TbPYK inhibitor | AmpC inh detg | HCMV antiviral
C[C@@H]1CN([C@@H](C)CO)C(=O)c2cc(Br)cnc2O[C@H]1CN(C)C(=O)Nc1ccc2c(c1)OCO2 | · | -5.7% | · | · | 0.8% | · | 7.8
Cc1ccc(CNC(=O)CCNS(=O)(=O)c2ccc(C)cc2)cc1 | 3.5% | -11.9% | 9.0% | 1.8% | 1.4% | -5.2% | -2.3
Cc1ccccc1Cn1nc(C)c(NC(=O)c2cc(-c3ccc(F)cc3)on2)c1C | · | · | 4.3% | · | 4.6% | 18.1% | -10.2
CCNC(=S)N/N=C/c1c(Cl)cccc1Cl | -3.8% | 64.4%[activator] | -16.2% | -21.2% | 2.1% | -11.4% | ?
Brc1ccc(Oc2ccc(Br)cc2Br)c(Br)c1 | · | 36.3%[activator] | 37.8%[activator] | -28.1% | 1.7% | -9.0% | 49.2
CC(C)c1ccc(NC(=O)CCC(=O)NCc2ccco2)cc1 | -3.4% | -4.7% | -6.8% | 9.4% | -3.9% | ? | -10.9
O=C(NCCCn1ccnc1)c1ccc(COc2ccccc2)o1 | · | -21.7% | 1.4% | ? | -4.8% | -13.7% | -5.0
CC(Oc1cccc(Cl)c1)C(=O)N1CCN(c2ncccn2)CC1 (stereo not given) | · | -0.6% | -3.1% | 12.1% | 4.4% | ? | -36.4
COc1ccc(Cn2c(O)c(C=Nc3ccc(C)cc3)c3ccccc3c2=O)cc1 | 5.2% | 3.9% | -5.3% | -37.5% | 2.1% | -6.0% | -36.4
O=C(C1CCC1)N1CCCc2cc(S(=O)(=O)N3CCN(c4ccccc4)CC3)ccc21 | 2.4% | -19.1% | -2.8%&-0.9% | 5.4% | 3.2%&-2.9% | -7.0%&1.0% | 0.0&-11.1
CCCCOC(=O)CCNc1n[nH]c(=O)[nH]c1=O | 2.4% | 4.1% | 0.0% | -0.8% | -3.9% | -6.9% | -2.9
O=[N+]([O-])c1cccc(N/N=C/c2cccc3ccccc23)c1 | -0.4% | -10.1% | 1.1% | -49.8% | -3.6% | -12.1% | -10.0
O=C(Nc1ccncc1)c1cccc(S(=O)(=O)N2CCc3ccccc32)c1 | · | -15.3% | 1.6% | -16.9% | -10.5% | 9.1% | -77.4*
O=C(COc1ccc(Br)cc1Cl)Nc1ncn[nH]1 | · | · | 4.6% | · | 0.4% | -1.8% | 51.6
Cc1cccc(C)c1NC(=O)CNC(=O)c1cccc(S(=O)(=O)NCc2cccs2)c1 | · | -6.9% | -9.6% | -21.1% | 1.7% | 0.0% | 31.7

The last four records of the section above are carried over, then new ones follow.
Molecule | LmPK inhibitor | AMA1 RON2 block | Sm TGR inh | AmpC inh no detg | TbPYK inhibitor | AmpC inh detg | HCMV antiviral
O=[N+]([O-])c1cccc(N/N=C/c2cccc3ccccc23)c1 | -0.4% | -10.1% | 1.1% | -49.8% | -3.6% | -12.1% | -10.0
O=C(Nc1ccncc1)c1cccc(S(=O)(=O)N2CCc3ccccc32)c1 | · | -15.3% | 1.6% | -16.9% | -10.5% | 9.1% | -77.4*
O=C(COc1ccc(Br)cc1Cl)Nc1ncn[nH]1 | · | · | 4.6% | · | 0.4% | -1.8% | 51.6
Cc1cccc(C)c1NC(=O)CNC(=O)c1cccc(S(=O)(=O)NCc2cccs2)c1 | · | -6.9% | -9.6% | -21.1% | 1.7% | 0.0% | 31.7
O=C(NNS(=O)(=O)c1ccccc1F)c1ccccc1-n1cccc1 | -6.1% | 16.0% | -16.3% | -13.1% | -12.2% | -13.7% | ?
O=S(=O)(N/N=C/c1c(F)cccc1Cl)c1ccccc1 | 1.2% | 0.1% | -15.1% | 33.6% | -6.0% | -10.3% | -5.3
O=C(c1ccc(-n2cccc2)cc1)N1CCCCC1 | -4.3% | -6.6% | -1.1% | 3.2% | -1.6% | ? | -8.0
Cc1ccc(S(=O)(=O)CCC(=O)OCC(=O)N(C)CC(=O)Nc2ccc(F)cc2)cc1 | · | 17.6% | 2.8% | 0.9% | 6.3% | ? | -6.5
CCn1c(SCC(=O)NCCc2ccc(OC)c(OC)c2)nc2c1c(=O)n(C)c(=O)n2C | -0.6% | 11.0% | 8.2% | 14.4% | 0.1% | 5.0% | -2.8
CCOC(=O)c1[nH]c(C)c(C(=O)NCc2ccc(OC)cc2)c1C | -2.4% | 7.3% | 5.0% | -7.4% | 5.2% | ? | -24.0
O=C(Cn1nc([N+](=O)[O-])nc1Br)NC(c1ccccc1)c1ccccc1 | 4.8% | 21.6% | -26.3% | -3.0% | -1.6% | 9.8% | -33.4
Brc1cc2c(cc1Cn1c(-c3cncs3)nc3ccccc31)OCO2 | 3.0% | 4.3% | -7.2% | -3.4% | -1.5% | ? | 47.6
COc1ccc(Cn2c(=O)oc3ccccc32)cc1OC | · | 14.5% | · | · | -4.4% | · | -33.2
COc1nccnc1NS(=O)(=O)c1ccc(NCc2ccccc2O)cc1 | 5.1% | -27.7% | 2.3% | -13.2% | 2.1% | -0.2% | 37.1
CC1CCCCN1C(=O)CSc1nc2c(c(=O)n(C)c(=O)n2C)n1C (stereo not given) | -0.4% | -2.8% | 4.0% | -10.4% | -3.6% | 5.4% | 0.1
O=C(CCN1CCOCC1)N1CCCC(Nc2cccc(F)c2)C1 (stereo not given) | -1.9% | 0.0% | -17.4% | -15.3% | -13.0% | -0.4% | 20.4
O=c1[nH]c(=O)n(CCc2ccc(F)cc2)c(O)c1/C=N/N1CCCCC1 | 9.8% | 4.1% | -0.5% | -33.3% | -3.4% | 2.4% | -4.2
CCOC(=O)c1cc(-c2ccccc2)sc1NC(=O)CN1C(=O)NC(CC)(c2ccccc2)C1=O (stereo not given) | 0.7% | 5.8% | -20.0% | -42.2% | · | -9.2% | -28.2
Cc1nn2c(-c3ccc(F)cc3)ccnc2c1Br | -1.1% | 4.9% | 2.4% | -12.8% | -4.6% | -9.0% | -15.3

Molecule | LmPK inhibitor | AMA1 RON2 block | Sm TGR inh | AmpC inh no detg | TbPYK inhibitor | AmpC inh detg | HCMV antiviral
Cc1cc(C)n2nc(SCC(=O)NC(=O)NCc3ccco3)nc2n1 | 4.9% | -6.9% | -35.8% | 39.3% | ? | 1.5% | -24.3
Cc1cc2nc(-c3ccc[nH]c3=O)n(Cc3ccc(F)cc3)c2cc1C | -1.2% | 16.4% | 0.0% | 54.1% | 5.7% | -7.5% | ·
Cc1ccccc1NS(=O)(=O)c1ccc(Br)s1 | · | · | -3.8% | · | -6.4% | -4.7% | 15.8
Cc1cccc(NC(=O)c2nc[nH]c2C(=O)Nc2ccccc2[N+](=O)[O-])c1 | 0.5% | 70.0%[activator] | 3.6% | -12.3% | 5.1% | 2.0% | -36.7
CCc1ccc(NC(=O)C2CCC(CNS(=O)(=O)c3ccc4c(c3)C(C)(C)C(=O)N4C)CC2)cc1 (stereo not given) | · | · | -1.3% | · | -2.3% | 7.0% | -12.3
COc1ccc2c(c1)c(C(=O)CN1CCCCC1)c(C)n2C | · | -18.8% | · | · | -15.7% | · | 34.4
O=C(/C=C/c1ccccn1)c1cc(Cl)cc(Cl)c1O | 2.2% | 82.4%[activator] | 39.8µM* | -30.1% | -1.1% | 2.4% | -36.5
COc1ccc(NS(=O)(=O)c2cc(NC(=O)COc3ccccc3)ccc2N2CCOCC2)cc1 | · | -19.9% | · | 19.1% | 1.3% | · | -35.0
COC(=O)NC(C)N1C(=O)C2C3C=CC(C3)C2C1=O (stereo not given) | 7.8% | 27.5% | 5.3% | -9.9% | -7.4% | 0.2% | -20.4
COc1cc(OC)c(N(C)S(=O)(=O)c2cccc(C(=O)Nc3nccs3)c2)cc1Cl | · | 49.1%[activator] | · | -23.4% | 6.9% | · | ?
COc1cccc(/C=N/NC(=O)CN(CCc2ccccc2)S(=O)(=O)c2ccc(NC(C)=O)cc2)c1 | 5.5% | 10.0% | -6.5% | -4.7% | -0.6% | -11.7% | -24.8
Cc1ccc(-n2c(N)c(C(=O)NCc3ccco3)sc2=S)cc1 | 1.2% | -26.4% | -25.4% | -17.9% | -13.6% | -5.7% | -30.0
CCc1nn2c(=O)cc(COC(=O)c3cccc(NC(=O)c4ccccc4C)c3)nc2s1 | · | · | 10.0% | · | 1.8% | 13.9% | 29.3
CNC(=S)Nc1cccc(Cl)c1C | -1.0% | -2.4% | · | -17.8% | -1.6% | 0.3% | -23.5
COc1cccc(/C=N/Nc2ccc(S(=O)(=O)Nc3ccccc3C(=O)O)cc2[N+](=O)[O-])c1O | · | 0.6% | · | · | -0.1% | · | -18.7

Molecule | LmPK inhibitor | AMA1 RON2 block | Sm TGR inh | AmpC inh no detg | TbPYK inhibitor | AmpC inh detg | HCMV antiviral
COc1cc(S(=O)(=O)N2CCOCC2)cc(C(=O)OCC(=O)NCc2ccco2)c1OC | · | -9.1% | -18.1% | -8.8% | -5.7% | 5.6% | -13.0
CCN(CC)CCN1C(=O)C(=O)/C(=C(/O)c2ccc(S(=O)(=O)N3CCOCC3)cc2)C1c1ccccc1 (stereo not given) | 1.0% | -17.3% | -1.0% | -19.7% | -2.6% | 2.2% | ?
O=C(NCC1COc2ccccc2O1)C1C2C=CC3(CN(Cc4cccs4)C(=O)C13)O2 (stereo not given) | -1.6% | 25.7% | 7.5% | 81.6%[activator] | 12.4% | ? | -13.8
Cc1[nH]c2ccccc2c1C(=O)COC(=O)c1c(-c2ccccc2Cl)noc1C | -2.3% | -18.8% | -4.5% | -15.9% | -14.1% | -10.8% | -74.5*
O=C(Nc1ccccc1F)c1ccc2c(Cl)c3c(nc2c1)CCC3 | · | · | 2.5% | · | ? | -5.8% | -86.5*

Assay outcomes: PubChem BioAssay, National Center for Advancing Translational Sciences (NCATS)
